RORa activator – activators of orphan receptor RORA, primary screen, cell-based, luminescence; CHO-K1 Gal4-RORA LBD luciferase reporter; percent increase over mock-subtracted basal signal; activation, % at 10 µM; 65,000 compounds, 1.5% hits;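 active = activation above the mean of all tested compounds plus 3 SD, cut at about 49% in these data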;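 note: 0% = DMSO-treated RORA cells and 100% = added signal equal to DMSO minus mock-transfected cells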
PKA kinase inh – inhibitors of human PKA kinase activity, primary screen, biochemical, ATP-depletion luminescence, Kemptide substrate | 65,000 compounds, 0.1% hits | AID 524, 2006 | cAMP-dependent protein kinase catalytic subunit alpha (Homo sapiens), P17612 | PKA Kemptide phosphorylation, Kinase-Glo ATP luminescence | inhibition, % at 6 µM;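 active = inhibition above the screen-wide mean inhibition plus 3 SD, cut at about 21% in these data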; note: many of its hits are not listed in these tables
CatB block – human cathepsin B inhibitors, primary screen, biochemical, fluorogenic substrate; AID 453, 2006; 63,000 compounds, 0.1% hits; P07858; inhibition, %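 (tested at 10 µM)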; purified cathepsin B, fluorescence; in the data active = inhibition above about 21%;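 note: 0% = enzyme with no compound and 100% = no enzyme blank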
AP complement – alternative complement pathway inhibitors, primary screen, biochemical, ELISA, human serum, orthogonally pooled compounds; AID 1235, 2008; 62,000 compounds, 0.08% hits; inhibition, % at 5 µM; LPS-coated ELISA, C3 deposition; tested in compound mixtures;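 active = inhibition above 30% in each of the two pooled mixtures holding the compound, so the lower value exceeds 30%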;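 note: 0% = serum in Mg-EGTA without compound and 100% = EDTA serum blank; some compounds past the cut are filed as inactive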
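Assay system: Human serum alternative complement pathway, C3 deposition on LPS-coated wells | Incubation: 1 h serum-compound exposure at 37 °C | Doses: 5 µM per compound in ten-compound mixtures | Read-out: Percent inhibition | Technique: ELISA with HRP anti-human C3 antibody, TMB substrate, absorbance 450 nm | Replication: Two pool placements per compound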
E coli RNAP – E. coli RNAP inhibitors, biochemical; DNA-directed RNA polymerase subunit beta (Escherichia coli (strain K12)), P0A8V2; E. coli RNA polymerase, fluorescence transcription assay; inhibition, %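 (tested at 10 µM)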; 62,000 compounds, 0.2% hits; in the data active = inhibition above about 20%;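 note: 0% = enzyme without compound and 100% = no enzyme blank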
CatB mix inh – cathepsin B inhibitors from pooled compounds, primary screen, biochemical, compound mixtures, AMC fluorescence; AID 488, 2006; 62,000 compounds, 0.06% hits; inhibition, %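 (ten-compound pools at 5 µM per compound and 50 µM total)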; P07858; Purified cathepsin B, AMC dipeptide fluorescence; in the data active = inhibition above about 22%, passing the limit was not always enough;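 note: 0% = enzyme without compound and 100% = no enzyme blank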
CatS inh – inhibitors of human cathepsin S, biochemical, compound mixtures; P25774; recombinant cathepsin S, AMC dipeptide fluorescence, pooled mixtures; inhibition, %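 (tested at 5 µM per compound within 10-compound mixtures)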; 62,000 compounds, 0.06% hits; AID 501, 2006; in the data active = inhibition above about 32%, passing the limit was not always enough;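 note: 0% = enzyme without compound and 100% = blank without enzyme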
ROCK2 blocker – inhibitors of human ROCK2 kinase, primary screen, biochemical, high-throughput, luminescence; 60,000 compounds, 0.35% hits; AID 604, 2007; purified ROCK2, Kinase-Glo ATP depletion luminescence; inhibition, % at 6 µM;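 active = inhibition above the screen-wide mean inhibition plus 3 SD, cut at about 18% in these data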;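 note: plate controls were DMSO wells for no effect and Y-27632 control wells after no-enzyme background subtraction for full effect; many of its hits are not listed in these tables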
Target sequence (O75116 whole entry, looked up): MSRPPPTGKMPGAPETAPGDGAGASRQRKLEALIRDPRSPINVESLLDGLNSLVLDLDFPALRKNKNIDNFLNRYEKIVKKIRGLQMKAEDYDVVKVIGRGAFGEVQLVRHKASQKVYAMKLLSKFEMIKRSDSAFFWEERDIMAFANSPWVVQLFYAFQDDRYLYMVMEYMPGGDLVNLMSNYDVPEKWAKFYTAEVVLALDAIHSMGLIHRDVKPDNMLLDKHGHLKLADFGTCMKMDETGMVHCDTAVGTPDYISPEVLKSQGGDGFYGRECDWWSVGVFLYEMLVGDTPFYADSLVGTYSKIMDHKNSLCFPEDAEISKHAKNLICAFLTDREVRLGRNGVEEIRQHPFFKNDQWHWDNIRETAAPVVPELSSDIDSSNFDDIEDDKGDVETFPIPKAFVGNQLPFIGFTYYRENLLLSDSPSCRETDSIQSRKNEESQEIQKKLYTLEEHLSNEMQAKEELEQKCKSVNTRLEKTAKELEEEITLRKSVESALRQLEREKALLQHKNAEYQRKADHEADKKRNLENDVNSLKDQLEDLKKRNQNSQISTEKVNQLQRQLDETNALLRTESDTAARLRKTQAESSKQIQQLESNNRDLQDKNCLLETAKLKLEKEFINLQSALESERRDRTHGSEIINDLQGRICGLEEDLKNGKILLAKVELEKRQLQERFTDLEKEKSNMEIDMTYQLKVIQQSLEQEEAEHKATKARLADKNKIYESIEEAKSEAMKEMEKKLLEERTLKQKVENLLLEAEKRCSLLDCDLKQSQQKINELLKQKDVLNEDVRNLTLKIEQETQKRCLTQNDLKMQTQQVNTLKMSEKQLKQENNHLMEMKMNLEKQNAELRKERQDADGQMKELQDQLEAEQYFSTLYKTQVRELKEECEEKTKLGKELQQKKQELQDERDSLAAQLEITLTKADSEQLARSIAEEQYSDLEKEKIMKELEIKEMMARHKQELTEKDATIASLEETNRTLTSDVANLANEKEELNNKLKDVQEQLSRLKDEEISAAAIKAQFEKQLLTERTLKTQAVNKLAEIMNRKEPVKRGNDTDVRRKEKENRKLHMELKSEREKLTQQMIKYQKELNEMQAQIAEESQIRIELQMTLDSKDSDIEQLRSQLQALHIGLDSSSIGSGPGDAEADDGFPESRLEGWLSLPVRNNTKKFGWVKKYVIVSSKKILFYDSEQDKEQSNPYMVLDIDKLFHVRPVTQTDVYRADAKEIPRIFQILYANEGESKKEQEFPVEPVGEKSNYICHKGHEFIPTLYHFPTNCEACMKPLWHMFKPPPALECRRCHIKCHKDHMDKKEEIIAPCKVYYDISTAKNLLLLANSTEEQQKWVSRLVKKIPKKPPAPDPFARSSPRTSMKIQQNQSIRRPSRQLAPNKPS
JNK3 blocker – JNK3 kinase activity inhibitors, primary screen, biochemical, human, purified enzyme; inhibition, % at 8 µM; AID 746, 2007; Mitogen-activated protein kinase 10 (Homo sapiens), P53779; HTS; 60,000 compounds, 0.61% hits; in the data active = inhibition above about 17%;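 note: 0% = DMSO and 100% = reference inhibitor; many of its hits are not listed in these tables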
* marks the source's active call; other numbers are inactive results; . = not tested or not shown. The list is partial; rates above refer to the full screens.

SMILES	RORa activator	PKA kinase inh	CatB block	AP complement	E coli RNAP	CatB mix inh	CatS inh	ROCK2 blocker	JNK3 blocker
COCCNC(=O)C(c1cccc(OC)c1)N(C(=O)Cn1nnc2ccccc21)c1cccnc1 (stereo not given)	-5.4	4.5	23.0*	-6.7	0.9	-4.0	10.2	5.9	-0.6
COc1ccc(-n2c(=O)cc(N3CCc4ccccc43)[nH]c2=O)cc1	-7.2	4.6	.	.	.	.	.	5.5	-5.0
CC(NC(=O)Nc1ccccc1)C(c1cccs1)N1CCN(C)CC1 (stereo not given)	10.5	2.9	1.7	11.9	1.0	1.5	-11.7	1.3	-7.0
COCc1cc(C)c(C#N)c(=S)[nH]1	3.6	-4.3	2.2	20.7	-1.6	-4.1	0.0	-1.0	2.0
O=C(C1CC1)N1CCc2cc(S(=O)(=O)NCCC3=CCCCC3)ccc21	1.1	-4.9	5.5	3.4	1.5	-0.8	7.9	-4.7	-5.2
O=C(CN1C(=O)c2ccccc2S1(=O)=O)c1ccccc1	-49.7	8.9	1.4	.	.	.	.	11.0	3.5
CC1Cc2ccccc2N1c1ncnc2c1nnn2Cc1ccccc1 (stereo not given)	-5.4	8.2	1.3	8.4	-1.9	-2.6	-3.5	4.4	-1.9
CCc1c(C)nc(SCC(=O)c2ccc(C)c(C)c2)[nH]c1=O	-5.3	2.3	-3.4	27.3	6.4	1.0	1.3	3.3	0.8
COc1ccc(OC)c(/C=c2\sc3nc(-c4cccs4)nn3c2=O)c1	-9.9	-0.2	1.8	13.7	2.1	5.3	3.3	-0.6	-3.6
O=C(O)C1CCN(S(=O)(=O)c2cccnc2)CC1	-11.1	0.7	0.7	26.0	-5.3	6.2	-1.8	-2.2	-1.4
COc1ccc(-c2csc(NC(=O)c3cc(C)on3)c2C#N)cc1OC	24.5	-1.7	5.7	15.5	6.1	2.6	-5.9	-3.9	0.3
Brc1ccc(-c2nnc3sc(CNC4CCCC4)cn23)cc1	11.6	-7.7	0.6	7.9	9.1	1.6	8.3	0.4	13.6
c1ccc(Cn2ncc3c(N4CCCCC4)ncnc32)cc1	4.5	5.5	-2.0	-2.3	3.5	-5.0	-5.1	0.8	1.7
O=C(c1coc(=O)c(Br)c1)N1CCOCC1	-11.7	3.9	3.0	.	2.5	.	.	-6.5	-0.2
O=C(CSc1ccc2nnc(-c3ccccn3)n2n1)Nc1ccc2c(c1)OCCO2	-22.7	-2.0	-0.8	14.4	7.9	4.3	1.5	1.8	3.8
Cc1nn(C(=O)N2CCCCC2)c(C)c1CN1C(=O)c2ccccc2C1=O	20.3	4.8	-1.4	20.8	1.9	-2.3	6.0	6.3	-0.2
COCc1cc(C)nc(SCC(=O)Nc2cccc(C)c2C)c1C#N	-11.7	5.8	3.9	8.0	5.7	4.1	-3.0	4.4	3.9
COC(=O)Cc1cnc(NC(=O)C2C3CCC(C3)C2C(=O)O)s1 (stereo not given)	12.4	3.8	0.4	13.2	7.3	6.1	-0.4	1.3	1.5
CC(=O)NCCc1ccc(S(=O)(=O)NCc2ccc3c(c2)OCO3)cc1	20.4	5.7	3.5	-10.6	7.7	-0.6	13.2	2.1	9.7
CCCCN(C)CCNC(=O)c1c[nH]c2ccc(S(=O)(=O)N(CC)CC)cc2c1=O	-7.5	-0.1	8.5	7.4	1.5	3.3	4.4	5.1	-4.3
CCOc1cc(NC(=O)c2ccco2)c(OCC)cc1NC(=O)COc1ccccc1C	-4.5	12.5	0.9	-3.3	-6.3	0.0	10.1	6.9	-1.7
COc1ccc(-c2nnc(SCC(=O)Nc3cc(C)on3)n2N)cc1OC	0.1	3.0	-2.1	-8.1	-8.6	21.4	-3.8	4.6	-5.5
CCOC(=O)c1c(-c2ccc(C)o2)csc1NC(=O)CSc1nnc(C)s1	-18.6	-2.6	1.2	14.1	-4.8	1.5	0.9	-1.4	-1.6
Cc1cccc(C)c1NC(=O)C1CC(=O)N(C(C)C)C1 (stereo not given)	-15.5	2.7	-2.4	11.2	7.0	6.6	1.1	5.0	-6.7
CCOc1ccc(N(CC(=O)NCCCOC)S(C)(=O)=O)cc1	-7.8	-7.5	-0.2	11.1	11.1	-0.2	-0.8	-2.5	-8.9
CCN1C(=O)c2n[nH]c(C(=O)OC)c2C1=O	-9.6	2.6	3.0	9.4	4.7	-1.1	14.0	-4.8	-4.8
O=C(NCc1cccs1)c1noc2c1CCCC2	55.0*	5.2	-5.5	8.8	1.7	5.5	-2.3	4.8	1.8
N=c1c(C(=O)NC2CCCCC2)cc2c(=O)n3ccccc3nc2n1CCN1CCOCC1	20.1	6.1	-3.3	30.2	-25.9	5.4	1.4	5.2	-5.2
CCCCCOC(=O)c1[nH]c2c(c1C)C(=O)CC(c1ccco1)C2 (stereo not given)	-54.3	2.6	7.0	18.4	6.7	3.2	1.5	-5.2	3.2
COc1ccc(CCn2c(=N)c(C#N)cc3c(=O)n4ccccc4nc32)cc1	-10.3	-3.3	-5.0	2.0	2.4	3.6	13.5	-13.2	-4.2
Cn1c(=O)cc(OCC(=O)Nc2ccccn2)c2ccccc21	-10.5	5.3	-2.1	22.8	4.6	2.1	2.0	4.5	4.7
CCN1C(=O)c2ccccc2S(=O)(=O)c2ccc(C(=O)NCc3cccnc3)cc21	-8.3	5.4	2.8	-10.7	-1.2	4.9	17.2	0.3	0.0
COc1cc(S(=O)(=O)NC2CCCCC2)ccc1Cl	-20.8	13.6	5.7	8.9	9.5	2.1	-5.6	7.1	-0.6
Cc1cc(C(F)F)n2ncc(C(=O)NC3CCCCCC3)c2n1	-22.6	5.2	2.9	3.1	12.2	5.1	20.0	-0.1	7.8
CCOC(=O)C1C(=O)NC(N2CCN(CC)CC2)=NC1c1ccccc1 (stereo not given)	-10.2	0.9	2.1	13.0	.	6.2	0.5	3.2	1.9
NC(=O)C1CCN(C(c2ccccc2F)c2nnnn2Cc2ccco2)CC1 (stereo not given)	-13.3	-4.3	2.1	4.9	9.6	5.3	17.2	-0.9	0.5
COc1ccc(-c2c(C)nn3c(N4CCN(Cc5ccccc5)CC4)cc(C)nc23)cc1OC	-3.9	1.1	3.7	-4.9	1.6	2.2	8.2	-2.0	4.8
COc1ccc(-c2noc(CCCOc3ccccc3)n2)cc1OC	5.7	6.4	3.0	-11.7	3.1	8.5	14.7	-4.8	0.0
CCN1CCCC1CNC(=O)c1cn(C)c2ccc(S(=O)(=O)N3CCCCCC3)cc2c1=O (stereo not given)	-3.2	13.1	1.1	15.7	3.5	2.3	-0.7	4.5	1.9
Cc1nnc(SCc2ccccc2Cl)n1CC1CCCO1 (stereo not given)	-6.0	1.1	-0.2	2.3	-6.4	-1.2	-7.2	1.0	-0.1
Cc1cccc(-n2ncc3c(NCc4ccccc4)ncnc32)c1	78.1*	-5.2	1.7	4.3	7.6	-6.9	5.2	-1.8	14.2
CN(CCOc1ccc(Cl)cc1)c1ccc(S(=O)(=O)N2CCCCC2)cn1	-7.0	4.6	-7.8	15.5	0.4	36.6	-3.2	3.9	-1.6
O=C(Cn1c(=O)[nH]c2ccsc2c1=O)NC1CCCCC1	5.5	-4.9	9.1	12.0	5.8	7.6	13.9	.	.
CCC(Sc1ccc(C(=O)O)cc1)C(=O)O (stereo not given)	21.8	-2.6	1.2	-2.4	4.8	5.4	6.2	-4.6	-12.2
COc1cc2c(cc1OC)C(COc1ccc(F)cc1)N(C(=O)c1ccco1)CC2 (stereo not given)	-13.5	5.9	11.3	10.0	4.5	2.0	0.5	.	.
Cc1oc2c(O)c(O)ccc2c(=O)c1-c1cnn(-c2ccccc2)c1	.	.	1.5	-2.3	5.8	1.2	-3.7	.	.
CC(=O)Nc1ccc(OCC(O)CN2CCN(c3cccc(Cl)c3)CC2)cc1 (stereo not given)	-7.8	7.7	-5.1	14.9	4.1	3.3	2.6	0.4	3.1
CCCCOCC(O)Cn1c(C)nc2ccccc21 (stereo not given)	-12.3	14.3	-0.8	3.9	2.9	0.1	-0.8	4.1	-2.3
Cc1cc2cc(C(c3nnnn3Cc3ccco3)N3CCc4ccccc4C3)c(=O)[nH]c2cc1C (stereo not given)	-14.9	13.4	2.4	-17.2	-4.9	3.3	2.9	2.5	-1.3
CCOc1ccc2c(c1)n([O-])c1c([n+]2=O)CCCC1	-8.9	-3.0	-0.6	.	-3.3	.	.	-16.2	-1.4
COc1ccc(N2CC(C(=O)OCC(=O)c3cccc(OC)c3)CC2=O)cc1 (stereo not given)	16.7	7.7	0.6	8.1	9.1	3.0	9.7	6.9	-6.2
CC(=O)Nc1ccc(S(=O)(=O)N2CCN(C(C)CCc3ccccc3)CC2)cc1 (stereo not given)	.	.	-1.1	9.9	11.0	-9.7	4.2	.	.
CCn1c(CNC(=O)c2cccc(C)c2)nnc1SCC(=O)Nc1cccc(OC)c1	-13.2	12.3	3.8	2.1	4.9	-0.3	6.4	5.1	-1.1
CCN(CC)c1ccc(C2C(C(=O)OCCOC(C)C)=C(C)NC3=C2C(=O)CCC3)cc1 (stereo not given)	-8.8	3.4	-5.7	-5.7	0.8	-5.6	5.0	1.6	11.0
COC(=O)c1ccccc1S(=O)(=O)N(CCCO)Cc1cc2c(C)ccc(C)c2[nH]c1=O	22.5	1.6	2.7	8.8	4.3	4.1	2.6	2.0	-5.1
CCOC(=O)c1cn(-c2ccccc2)nc1-c1ccncc1	-26.1	0.8	-6.0	15.8	1.6	4.1	-3.9	5.0	4.0
CN(C)c1ccc(CN(C(=O)C2COc3ccccc3O2)C2CCS(=O)(=O)C2)cc1 (stereo not given)	3.7	11.7	6.4	-7.6	0.3	1.2	-4.2	3.5	-2.6
CCOC(=O)c1cc(C)n(-n2cnnc2)c1C	-3.2	11.4	3.6	0.2	13.8	3.1	4.1	6.6	2.9
CCNc1ccc2c(Cl)cc(=O)oc2c1	-4.2	2.0	-0.7	-2.0	0.6	-0.8	-1.6	-1.0	-9.1
CN(C)c1nc(Oc2ccc(=O)n(-c3ccccc3)n2)nc(N2CCOCC2)n1	-4.8	5.8	4.7	1.5	9.4	1.8	-5.5	9.4	-4.2
Cc1ccc(Cn2ccc(NC(=O)C3C4CCC(C4)C3C(=O)O)n2)cc1 (stereo not given)	14.3	6.2	-6.2	14.0	6.2	-0.7	1.8	.	.
CNc1nc(CC(C)=O)ns1	-7.1	7.3	2.8	4.6	7.6	0.2	12.4	3.3	-0.2
COCCNC(=O)C1CC(=O)N(C2CCCC2)C1 (stereo not given)	-21.6	7.3	-1.0	11.0	6.7	5.1	-5.8	3.4	-2.3

Sorted by number of heavy atoms (rising): part of the list above
SMILES	RORa activator	PKA kinase inh	CatB block	AP complement	E coli RNAP	CatB mix inh	CatS inh	ROCK2 blocker	JNK3 blocker
CNc1nc(CC(C)=O)ns1	-7.1	7.3	2.8	4.6	7.6	0.2	12.4	3.3	-0.2
Cc1ccc(Cn2ccc(NC(=O)C3C4CCC(C4)C3C(=O)O)n2)cc1 (stereo not given)	14.3	6.2	-6.2	14.0	6.2	-0.7	1.8	.	.
CCN(CC)c1ccc(C2C(C(=O)OCCOC(C)C)=C(C)NC3=C2C(=O)CCC3)cc1 (stereo not given)	-8.8	3.4	-5.7	-5.7	0.8	-5.6	5.0	1.6	11.0
